Bioassay records from PubChem.
CAL PDZ FP-1 = CAL PDZ peptide-binding inhibitors, primary screen, biochemical, fluorescence polarization, Cer-tagged CAL PDZ, HTS; Golgi-associated PDZ and coiled-coil motif-containing protein (Homo sapiens), Q9HD26; purified CAL PDZ, TMR-peptide fluorescence polarization, 1 h; inhibition, % at 20 µM; 330,000 tested, 0.02% active; AID 504414, 2011;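 active = highest replicate inhibition of at least 40%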;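 also: plate controls were DMSO neutral control wells for no effect and unlabeled competitor peptide control wells for full effect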
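System: purified tagged CAL PDZ domain construct (CerCALP). Schedule: 1 h incubation at room temperature before polarization reading. Medium: 25 mM sodium phosphate pH 7.4, 150 mM NaCl, TCEP, IgG, Thesit. Read-out: percent inhibition from loss of millipolarization. Measured by: FP readout, S and P plane fluorescence. Probe or stimulus: fluorescent TMR peptide probe.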
cardiac RTF act = cardiac RTF calcium sensitivity activators, primary screen, biochemical, IANBD-TnC fluorescence, EC20 calcium. activation, % at 7.2 µM. IANBD-labeled TnC RTF fluorescence at EC20 calcium; 0% EC20 calcium, 100% full calcium. 340,000 tested, 0.24% active;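 active = activation above the mean over all tested compounds plus 3 SD, cut at about 30% in these data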;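 also: rise in fluorescence read as greater calcium sensitivity of cardiac thin filaments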
Keap1-Nrf2 PPI = Keap1-Nrf2 protein-protein interaction inhibitors, primary screen, biochemical, fluorescence polarization, single point; Kelch-like ECH-associated protein 1 (Homo sapiens), Q14145; Keap1 Kelch-Nrf2 peptide fluorescence polarization, 1536-well; inhibition, % at 9.4 µM; 340,000 tested, 0.15% active; AID 504523, 2011; in the data active = inhibition above about 12%;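 also: human Keap1 Kelch domain with fluorescein labeled Nrf2 9mer peptide probe; 0% = neutral control wells and 100% = peptide positive control; higher means more block of Keap1 binding to Nrf2 peptide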
Target sequence (Q14145 whole entry, looked up, the tested form may be a part): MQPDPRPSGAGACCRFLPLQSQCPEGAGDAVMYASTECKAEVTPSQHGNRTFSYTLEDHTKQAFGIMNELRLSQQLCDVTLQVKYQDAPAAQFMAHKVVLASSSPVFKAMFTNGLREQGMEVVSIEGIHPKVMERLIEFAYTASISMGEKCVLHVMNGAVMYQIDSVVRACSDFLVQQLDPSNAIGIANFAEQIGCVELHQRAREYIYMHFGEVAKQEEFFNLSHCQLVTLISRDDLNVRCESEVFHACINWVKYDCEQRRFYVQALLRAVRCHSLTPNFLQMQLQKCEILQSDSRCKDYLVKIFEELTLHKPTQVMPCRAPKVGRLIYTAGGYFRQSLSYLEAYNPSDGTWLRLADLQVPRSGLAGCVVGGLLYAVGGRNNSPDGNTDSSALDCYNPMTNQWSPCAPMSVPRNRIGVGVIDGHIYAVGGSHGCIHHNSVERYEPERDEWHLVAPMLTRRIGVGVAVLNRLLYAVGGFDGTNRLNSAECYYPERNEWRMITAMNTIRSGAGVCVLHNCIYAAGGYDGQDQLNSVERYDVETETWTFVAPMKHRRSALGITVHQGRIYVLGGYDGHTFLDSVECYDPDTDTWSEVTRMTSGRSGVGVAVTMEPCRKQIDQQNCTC
DAGLB inh = DAGLB lipase inhibitors, primary screen, biochemical, fluorescence, HTS. Diacylglycerol lipase-beta (Homo sapiens), Q8NCG7. 340,000 tested, 0.059% active. inhibition, % at 5.17 µM. HEK293T DAGLB membrane lysate, EnzChek fluorogenic substrate; in the data active = inhibition above about 34%;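 also: 0% = enzyme with vehicle and 100% = wells lacking enzyme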
PKA-R2B activ = activators of PKA-R2B holoenzyme, primary screen, biochemical, fluorescence polarization, Cy5-IP20, human; AID 504700, 2011; 340,000 tested, 0.079% active; cAMP-dependent protein kinase catalytic subunit beta (Homo sapiens) + cAMP-dependent …; activation, % at 11.4 µM; PKA-R2B holoenzyme dissociation; R2B truncated from residue 108, S112A mutant; 0% DMSO only, 100% 113 µM cGMP;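 active = activation above a cutoff set at the mean over all compounds plus 3 SD, cut at about 18% in these data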;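 also: higher means more holoenzyme dissociation and a rise in polarization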
Target sequence (P31323 whole entry, looked up, other chains not shown, the tested form may be a part): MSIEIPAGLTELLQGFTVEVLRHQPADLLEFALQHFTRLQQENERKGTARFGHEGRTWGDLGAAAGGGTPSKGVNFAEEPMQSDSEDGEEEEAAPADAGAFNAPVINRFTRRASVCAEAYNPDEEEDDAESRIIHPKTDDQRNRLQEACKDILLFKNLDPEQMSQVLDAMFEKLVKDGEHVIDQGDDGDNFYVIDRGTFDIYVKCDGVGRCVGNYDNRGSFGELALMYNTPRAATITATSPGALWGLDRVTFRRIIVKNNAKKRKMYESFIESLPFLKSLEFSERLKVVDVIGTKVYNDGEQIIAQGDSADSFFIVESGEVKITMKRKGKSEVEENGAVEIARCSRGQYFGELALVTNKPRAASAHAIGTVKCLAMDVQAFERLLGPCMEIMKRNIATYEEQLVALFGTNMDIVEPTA
Cardiac RTF inh = cardiac RTF calcium sensitivity inhibitors, primary screen, biochemical, IANBD-TnC fluorescence, EC70 calcium. IANBD-labeled cardiac RTF, Ca2+ fluorescence. inhibition, % at 7.15 µM. 340,000 tested, 0.12% active;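 active = inhibition above the mean inhibition of all tested compounds plus 3 SD, cut at about 17% in these data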;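 also: assay run at fixed EC70 calcium of 1.6 mM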
Rtt109 HAT inh = inhibitors of C. albicans Rtt109/Vps75 HAT, primary screen, biochemical, ThioGlo CoA-SH fluorescence, plate reader; 330,000 tested, 0.16% active; inhibition, % at 34.9 µM; Histone acetyltransferase RTT109 (Candida albicans (strain SC5314 / ATCC MYA-2876)), …; purified Rtt109/Vps75, 4 h;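 active = inhibition of at least 50% in every replicate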
SR-BI uptake up = activators of SR-BI mediated DiI-HDL uptake, primary screen, ldlA[mSR-BI] CHO cells, DiI fluorescence; 3 h; 100 = double the neutral-control signal; activation, % at 12.5 µM; 320,000 tested, 0.096% active; AID 504775, 2011;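 active = mean replicate activation of at least 60% and every replicate at or above 60%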;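 also: 0% = median plate neutral-control signal and 100% = twice that signal; values of inactives mirror those of a sister screen read the other way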
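Assay system: CHO ldlA[mSR-BI] cells, LDL receptor-null, SR-BI overexpressing; medium: Ham's F12 with 0.5% BSA, HEPES 25 mM, pH 7.4; also added: DiI-HDL 10 µg/mL; timing: 3 h uptake period with compound, 37 °C; signal: DiI fluorescence, bottom read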
CAL PDZ FP-2 = untagged CAL PDZ binding inhibitors, primary screen, biochemical, fluorescence polarization, HTS; 300,000 tested, 0.92% active; AID 602252, 2012; Golgi-associated PDZ and coiled-coil motif-containing protein (Homo sapiens), Q9HD26; inhibition, % at 24.9 µM; purified CAL PDZ, TMR-peptide fluorescence polarization, 1 h;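 active = mean inhibition of at least 30% with at least half of replicates also reaching 30%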;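 also: 0% = DMSO neutral control and 100% = excess unlabeled competitor peptide PRC23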
LANA DNA inh = inhibitors of KSHV C-LANA binding to DNA, primary screen, biochemical, fluorescence polarization, FAM-LBS DNA, MBP-C-LANA, single point | Kaposi's sarcoma herpesvirus LANA C-terminal domain (residues 932-1162) DNA binding | inhibition, % at 9 µM | 340,000 tested, 0.078% active;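 active = highest replicate inhibition at or above 60% at 9 µM, even if other replicates fall short; inactive = all replicates below 60% inhibition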;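 also: 0% = neutral control wells and 100% = 4 µM acridine orange control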
* marks the source's active call; other numbers are inactive results; nt = no result given.

SMILES | CAL PDZ FP-1 | cardiac RTF act | Keap1-Nrf2 PPI | DAGLB inh | PKA-R2B activ | Cardiac RTF inh | Rtt109 HAT inh | SR-BI uptake up | CAL PDZ FP-2 | LANA DNA inh
Cc1c(NC(=O)COC(=O)C2CC3C=CC2C3)c(=O)n(-c2ccccc2)n1C (stereo unspecified) | nt | 9 | -4 | 0 | -5 | 10 | -1 | -2 | -2 | -2.6
COc1ccc(N2CCN(C3CCCCC3NS(=O)(=O)c3ccccc3)CC2)cc1 (stereo unspecified) | -0.7 | -1 | -1 | -4 | 3 | -8 | 13 | -14 | nt | -0.8
Cc1ccc(S(=O)(=O)NCCC(=O)OCC(=O)N(C)c2ccccc2)cc1 | -1.7 | 8 | -2 | 3 | 2 | -4 | -1 | 0 | -4 | 0.9
Cc1sc2ncnc(OCC(=O)c3ccc(S(=O)(=O)N4CCCC4)cc3)c2c1C | 13 | 0 | 1 | -2 | 13 | -7 | 5 | nt | 0 | 1.2
COc1ccc(CC(=O)NNC(=O)c2cccnc2)cc1OC | -1.6 | 5 | -3 | -2 | 7 | -5 | 0 | -7 | -1 | -0.3
O=C(c1ccc(F)cc1)N1CCC(C(=O)N2CCN(S(=O)(=O)c3ccccc3Br)CC2)CC1 | -2.8 | -7 | -3 | 2 | 10 | -7 | 2 | -33 | -1 | -0.6
CCN(CC)C(=O)CCCc1c[nH]c2ccccc12 | -6.9 | 1 | -2 | 3 | 6 | -12 | 3 | 25 | -5 | -3.1
COc1ccc(OCC(=O)N2CCN(C(=O)COc3ccc(Br)cc3)CC2)cc1 | -1.8 | 7 | -1 | 2 | 15 | -10 | -8 | -48 | -2 | 0.3
Cc1ccc(C(=O)c2cnc3ccccc3c2-c2ccccc2)cc1 | -2.3 | -2 | 0 | -6 | -3 | 1 | 0 | -43 | 0 | 1.2
C=C(C)C1Cc2nc(N)nc(C)c2C1 (stereo unspecified) | -1.0 | 0 | -5 | -4 | 6 | -8 | -2 | -1 | 11 | 1.7
C=CCNC(=O)/C(=C\c1ccc(OC)cc1)NC(=O)c1ccc([N+](=O)[O-])cc1 | -2.4 | -7 | -6 | 0 | -6 | -8 | 3 | -11 | -3 | -1.3
CCN(CC)S(=O)(=O)c1ccc(Cl)c(NC(=S)NC(=O)C2CCCC2)c1 | -1.7 | 2 | 0 | -10 | 1 | -8 | 3 | -71 | 19 | -1.0
O=C(NCCC1CCCCN1S(=O)(=O)c1ccccc1)C(=O)NC1CC1 (stereo unspecified) | -0.5 | 6 | -2 | -5 | 1 | 14 | 0 | 18 | -2 | 0.0
CSc1ccc(/C=N\NC(=O)CC(=O)NC(C)C)cc1 | 0.0 | 4 | -3 | 0 | -1 | 0 | -4 | 12 | 3 | 0.0
COc1ccc(C(=O)N2CCN(C3CCC(c4ccccc4)CC3)CC2)cc1OC (stereo unspecified) | 0.4 | -1 | -2 | 0 | -1 | -3 | -4 | -4 | -3 | -0.9
CCc1ccc2c(c1)C1(SC(NC(C)=O)=NN1C(C)=O)C(=O)N2C(C)C (stereo unspecified) | -2.2 | 4 | 1 | 1 | 10 | -7 | nt | 16 | -2 | 0.5
CC1(C)C(N(O)C(=O)Nc2ccc(Cl)cc2)N(c2ccc(Cl)cc2)C(=O)N1CC(=O)NN (stereo unspecified) | -1.1 | -2 | -1 | 2 | 0 | -22 | 7 | 22 | -2 | -0.2
CSc1nc(NS(=O)(=O)c2cc(Br)ccc2Br)cc(=O)[nH]1 | -1.5 | -4 | 1 | 1 | 8 | -8 | 4 | 7 | -10 | 0.5
COc1ccc(/C=C/c2nc3ccccc3c(=O)n2-c2cccc(C(=O)O)c2)cc1 | -0.7 | 1 | -1 | 2 | -2 | -14 | -12 | 20 | 6 | -4.1
Cc1c(C)n(O)c2ccc3nonc3c12 | -1.2 | 3 | -6 | -2 | -7 | -5 | -1 | -15 | nt | -0.1
COc1ccc(-n2nc3c(c2NC(=O)CCCl)CSC3)cc1 | -2.0 | -5 | -1 | 5 | -3 | -3 | -4 | 8 | 0 | -4.9
O=[N+]([O-])c1ccc(Oc2cc(NC3CCCCCCC3)c([N+](=O)[O-])cc2[N+](=O)[O-])cc1 | -0.5 | 4 | -5 | 1 | 6 | 1 | 0 | 11 | 0 | -0.9
O=C(CCN1CCc2ccccc2C1)c1ccc2c(c1)OCCO2 | -0.8 | -5 | -35 | -1 | 5 | -1 | 5 | nt | -3 | -0.7
COc1ccc(-c2noc3c2-c2nc(C(C)C)sc2CC3)cc1 | 0.1 | -6 | -6 | -22 | -14 | 2 | 11 | -36 | -1 | 0.7
COc1ccc(/C=C2\SC(=O)N(CCC(=O)N3CCCCC3)C2=O)cc1OC | -0.9 | -7 | 4 | -4 | 3 | 4 | 8 | 10 | -2 | 0.9
SMILES | CAL PDZ FP-1 | cardiac RTF act | Keap1-Nrf2 PPI | DAGLB inh | PKA-R2B activ | Cardiac RTF inh | Rtt109 HAT inh | SR-BI uptake up | CAL PDZ FP-2 | LANA DNA inh
Cc1cccc(N2CCN(S(=O)(=O)c3ccc(Cl)nc3)CC2C)c1 (stereo unspecified) | -0.7 | -1 | 3 | -6 | 9 | 2 | -3 | 3 | nt | 1.0
COC(=O)CCc1nc2c(C#N)c(-c3ccc(Cl)cc3)ccn2n1 | -2.2 | 4 | 3 | 3 | 3 | -13 | 2 | 5 | 5 | -1.0
COC(=O)c1c(NC(=O)c2ccccc2)sc2c1CC(C)(C)OC2 | 0.7 | -7 | -4 | 0 | -8 | 0 | -28 | -73 | 3 | 0.2
C/C(=N\NS(=O)(=O)c1ccc(C)c([N+](=O)[O-])c1)c1ccc2c(c1)OCO2 | -2.4 | 1 | -5 | 0 | -2 | 0 | 1 | nt | 4 | -0.3
CC(C)CN(C(=O)CSc1nc(N)cc(N)n1)C1CCS(=O)(=O)C1 (stereo unspecified) | -0.6 | -2 | 3 | -2 | -4 | -15 | 6 | 20 | nt | -0.5
CC(=O)Nc1ccc(-c2c(C)cc3oc(=O)cc(-c4ccccc4)c3c2C)cc1 | -2.1 | -6 | 4 | -2 | -4 | 1 | -1 | -67 | -8 | -0.6
O=C(NCC1CCCCC1)c1ccc(=O)[nH]c1 | -1.9 | 0 | -4 | -2 | -5 | -2 | -8 | nt | 2 | -1.2
CN(Cc1ccccc1)C(=O)c1ccccc1Br | -5.9 | 2 | -1 | 0 | 13 | -7 | 19 | -3 | -4 | -3.1
CCOc1[nH]n(-c2ccc(Cl)cc2)c(=O)c1C=Nc1ccc(O)cc1 | nt | 4 | 2 | 1 | -8 | -16 | -8 | -49 | -7 | -1.3
COc1ccc(C)cc1S(=O)(=O)N(C)CC(=O)NC1CCCCC1 | nt | -1 | -5 | -1 | 3 | -4 | 1 | -8 | -1 | 2.0
O=C1[C@H](Oc2ccccc2)[C@@H](c2ccncc2)N1c1ccncc1 | 0.2 | -2 | -1 | 1 | -3 | -1 | -2 | 5 | -5 | 0.8
CCC(C)NC(=O)CSc1ncccc1C(=O)O (stereo unspecified) | -2.2 | 1 | -3 | -2 | -1 | 9 | -6 | 5 | -4 | 1.2
COc1cc(C2(c3ccc(O)c(OC)c3)C(=O)N(C)c3ccc(Br)cc32)ccc1O | -0.2 | 5 | -3 | 1 | 7 | 0 | 6 | -3 | -9 | -0.5
O=C(NCc1ccc2c(c1)OCO2)c1ccc(CS(=O)Cc2cccc(Cl)c2)o1 (stereo unspecified) | -2.7 | -5 | -1 | 0 | -3 | -8 | 52* | -6 | -1 | -1.3
COC(=O)C1CN(C(=O)COc2cc(C)cc(C)c2)c2ccccc2O1 (stereo unspecified) | -0.8 | 5 | -4 | -4 | -5 | -9 | -5 | -24 | 0 | -0.6
CCNC(=O)c1ccc(-n2nc(C(F)(F)F)c3c2CCCC3)cc1 | -1.4 | -3 | -2 | 0 | 3 | 0 | -10 | -58 | 1 | -0.8
CCOC(=O)c1oc2cc(O)ccc2c(=O)c1-c1ccc(OC)cc1 | -1.0 | -4 | -2 | 1 | -1 | 3 | 2 | -6 | -4 | -1.2
OC(COc1cccc2ccccc12)CN1CCN(c2ccc(Cl)cc2)CC1 (stereo unspecified) | nt | 5 | 3 | -4 | -8 | -2 | -2 | -29 | -12 | -0.1
CCC1CCCCN1C(=O)CSc1nnc(-c2cccs2)o1 (stereo unspecified) | -0.6 | 1 | -2 | -3 | -4 | 0 | 6 | -6 | nt | -1.3
c1csc(C(c2nnnn2C2CCCCC2)N2CCCC3(CCCCC3)C2)c1 (stereo unspecified) | -0.4 | -1 | -1 | -3 | -5 | 12 | 16 | 5 | 0 | 0.7
Cc1noc(C)c1C(=O)OC(C)C(=O)Nc1ccc2c(c1)OCO2 (stereo unspecified) | 1.5 | -2 | 6 | -1 | -8 | -6 | -4 | -2 | nt | 0.1
Cc1cc(Cl)c(S(=O)(=O)N2CCN(c3ccc(F)cc3)CC2)cc1OCC(N)=O | 0.0 | 2 | -3 | -2 | -2 | -4 | -3 | -9 | nt | -0.5
CCC(C)[C@H](NC(=O)Nc1ccccc1F)C(=O)O (stereo partly specified) | -0.9 | -2 | 2 | -2 | -7 | -2 | -5 | nt | nt | 0.3

Part of the list above, as tab-separated lines.
canonical_smiles	CAL PDZ FP-1	cardiac RTF act	Keap1-Nrf2 PPI	DAGLB inh	PKA-R2B activ	Cardiac RTF inh	Rtt109 HAT inh	SR-BI uptake up	CAL PDZ FP-2	LANA DNA inh
CN(Cc1ccccc1)C(=O)c1ccccc1Br	-5.9	2	-1	0	13	-7	19	-3	-4	-3.1
CCOc1[nH]n(-c2ccc(Cl)cc2)c(=O)c1C=Nc1ccc(O)cc1	nt	4	2	1	-8	-16	-8	-49	-7	-1.3
COc1ccc(C)cc1S(=O)(=O)N(C)CC(=O)NC1CCCCC1	nt	-1	-5	-1	3	-4	1	-8	-1	2.0
O=C1[C@H](Oc2ccccc2)[C@@H](c2ccncc2)N1c1ccncc1	0.2	-2	-1	1	-3	-1	-2	5	-5	0.8
